N370S GC mod: qHTS Assay for Inhibitors and Activators of N370S glucocerebrosidase as a Potential Chaperone Treatment of Gaucher Disease. Lysosomal acid glucosylceramidase (Homo sapiens), P04062. N370S GC spleen homogenate, 4MU-glucoside fluorescence. Potency, µM (titrated, usually from 59.4 µM), for the others: top-dose activity change, negative = inhibition, actives largely listed as inhibitors. actives 0.092% (n = 330,000). AID 2101, 2009;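 further: 0% = full enzyme activity and -100% = no enzyme basal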
TDP1 block: qHTS Assay for Inhibitors of Tyrosyl-DNA Phosphodiesterase (TDP1) | Tyrosyl-DNA phosphodiesterase 1 (Homo sapiens), Q9NUW8 | recombinant TDP1, AlphaScreen DNA substrate cleavage | Potency, µM (top dose mostly 130 µM), without a hit: at the top dose activity change, negative = inhibition, hits mostly inhibitors | actives 0.28% (n = 350,000) | AID 485290, 2010; further: nearly all actives have a fitted effect of over 40% in size
Target sequence (Q9NUW8 whole entry, looked up): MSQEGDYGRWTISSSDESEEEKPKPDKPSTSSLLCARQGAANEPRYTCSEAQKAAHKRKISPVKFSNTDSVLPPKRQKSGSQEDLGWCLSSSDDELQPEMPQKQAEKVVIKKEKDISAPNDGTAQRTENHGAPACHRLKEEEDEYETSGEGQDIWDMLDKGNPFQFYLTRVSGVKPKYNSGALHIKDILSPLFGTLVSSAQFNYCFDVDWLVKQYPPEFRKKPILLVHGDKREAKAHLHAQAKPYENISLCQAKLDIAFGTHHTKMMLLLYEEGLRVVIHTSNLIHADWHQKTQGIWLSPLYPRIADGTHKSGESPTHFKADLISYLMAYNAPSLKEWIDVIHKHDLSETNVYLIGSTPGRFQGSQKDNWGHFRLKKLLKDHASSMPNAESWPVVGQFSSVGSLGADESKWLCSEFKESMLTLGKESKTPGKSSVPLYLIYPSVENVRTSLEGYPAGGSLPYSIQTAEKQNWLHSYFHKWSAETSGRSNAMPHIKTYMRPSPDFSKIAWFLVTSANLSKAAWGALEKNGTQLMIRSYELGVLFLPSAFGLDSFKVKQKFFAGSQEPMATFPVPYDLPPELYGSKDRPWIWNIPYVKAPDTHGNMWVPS
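Recombinant E. coli-expressed Tdp1 (1 nM) preincubated with compound 15 min at RT, then 5'-biotin/3'-phosphotyrosine-FITC DNA substrate (15 nM) added for 5 min. AlphaScreen beads (10 ug/ml) added, 10 min RT; tyrosine-FITC cleavage read as signal loss.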
FEN1 inhibitor: qHTS Assay for the Inhibitors of Human Flap endonuclease 1 (FEN1). AID 588795, 2011. actives 0.35% (n = 390,000). P39748. Potency, µM (titrated, usually from 114 µM), inactives show at the highest dose activity change, negative = inhibition, actives largely listed as inhibitors. Recombinant FEN1 flap cleavage, fluorescence, 15 min; further: nearly all actives have a fitted effect of over 65% in size
Target sequence (P39748 whole entry, looked up): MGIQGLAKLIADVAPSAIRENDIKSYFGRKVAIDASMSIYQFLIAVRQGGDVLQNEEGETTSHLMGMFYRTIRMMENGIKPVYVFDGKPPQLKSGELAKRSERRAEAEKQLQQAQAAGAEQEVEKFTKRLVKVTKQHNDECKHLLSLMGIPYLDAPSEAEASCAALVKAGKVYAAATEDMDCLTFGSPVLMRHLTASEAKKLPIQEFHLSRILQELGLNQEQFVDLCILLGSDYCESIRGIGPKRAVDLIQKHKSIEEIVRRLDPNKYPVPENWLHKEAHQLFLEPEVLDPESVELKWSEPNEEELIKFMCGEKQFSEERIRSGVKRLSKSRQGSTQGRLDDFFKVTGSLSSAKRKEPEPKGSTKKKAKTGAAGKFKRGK
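FEN1 at 10 nM, compound pretreatment for 15 min (room temperature), 50 nM final substrate to initiate; endpoint reads at 0 and 15 min; DMSO-only plates used as vehicle background.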
* hit, by the source's call; u = inconclusive; x = no result given; & = joins results of further samples; [ ] = another dose, or the depositor's remark. The call rests on the fitted dose curve; in most records, active means well fitted curve in the direction sought with a large enough effect; inconclusive means small, poorly fitted or top-dose-only effect, or another doubt; inactive means no such curve, though single readings can be large; an effect the other way counts as inactive or inconclusive. Unless noted, on the % scale 0 is the no-effect control and ±100 the full control effect; potency means the concentration at half of the fitted maximal effect.

SMILES	N370S GC mod	TDP1 block	FEN1 inhibitor
COc1ccc(NC(=O)c2cccc(NC(=O)C3C4CC5OC(=O)C3C5C4)c2)c(OC)c1 (stereo not given)	3%	4%	-10%
COc1ccc(/C(N)=N/OC(=O)CCCc2ccccc2)cc1OC	-4%	-11%	-2%
CCOC(=O)CN1NC2(CCC(C)CC2)NC1=S (stereo not given)	4%	12%	-7%
CC(=O)Nc1ccc(S(=O)(=O)N(Cc2ccccc2)c2ccccc2)cc1	0%	0%	-2%
Cc1ccc2nccc(C(=O)N3CCCC(Nc4ccc(F)cc4)C3)c2c1 (stereo not given)	-4%	6%[56.1 µM]	5%
C=CCn1c(NC(=O)c2ccc(C)cc2)c(C#N)sc1=N	13%	-3%	6%
CCc1cccc(CC)c1NC(=O)Cn1c(-c2ccc(F)cc2)noc1=O	15%	2%	5%
CC(C)c1ccccc1NC(=S)N1CCN(S(=O)(=O)c2cccs2)CC1	-7%	-5%	-10%
O=C(c1ccccc1Cl)N1CCC(n2cccc2)CC1	2%	11%	0%
CC(=O)c1ccc(S(=O)(=O)NC2CC2)cc1	-5%	-3%	8%
COc1ccc(OC)c(C(=O)COC(=O)COc2ccccc2)c1	x	1%	-1%
CCC(C)(C)C(=O)O	-3%	3%&9%	6%
N#CCC1c2ccccc2CCN1C(=O)Nc1ccc(C(F)(F)F)cc1 (stereo not given)	6%	2%	3%
c1ccc(-c2cn(-c3ccccc3)c3[n+]2CCCS3)cc1	-1%	0%	7%
Cc1ccnc(NC(=O)CCC(=O)N(CC(=O)NC2CCCCC2)Cc2ccccc2)c1	7%	-5%	3%
CSc1ccc(S(=O)(=O)NCCCOC(C)C)cc1	-4%	x	4%
COc1ccc(C(C)(C)C)cc1NC(=O)c1cncc(Br)c1	10%	-2%	-2%
Cc1ccc(OCc2ccc(C(=O)N3CCOCC3)cc2)cc1C	5%	7%	-10%
COc1ccccc1NC(=O)c1ccc[n+]([O-])c1	-9%	x	-13%
CCCCNC(=O)Nc1nnc(-c2ccc(Cl)cc2)o1	1%	9%	6%
CCN(CC)S(=O)(=O)c1ccc2c(c1)N(CC(=O)NCCN1CCOCC1)C(=O)CO2	-2%	1%	-9%
Cc1cc2oc(C(=O)NC3CCS(=O)(=O)C3)c(C)c2cc1C (stereo not given)	-1%	2%	-2%
Cc1cccc([C@@H]2CN(C)CCc3c2cc(O)c(O)c3Cl)c1	-6%	14%[56.1 µM]	x
Cc1ccc(Nc2nc(COC(=O)COc3ccc(C=O)cc3)cs2)cc1	-5%	4%	-4%
CCN1CCN(C(=S)c2ccc(Cl)cc2)CC1	-16%	1%	0%

Reprinted from the listing (two entries):
SMILES	N370S GC mod	TDP1 block	FEN1 inhibitor
Cc1ccnc(NC(=O)CCC(=O)N(CC(=O)NC2CCCCC2)Cc2ccccc2)c1	7%	-5%	3%
CSc1ccc(S(=O)(=O)NCCCOC(C)C)cc1	-4%	x	4%

(next part)
SMILES	N370S GC mod	TDP1 block	FEN1 inhibitor
O=C(Nc1ccccc1F)c1oc2ccccc2c1NC(=O)C12CC3CC(CC(C3)C1)C2	x	6%	10%
O=C(Nc1cccc(-c2ccc(F)cc2)c1)C1CCCN(C(=O)c2cscn2)C1 (stereo not given)	-5%	3%	-9%
O=C(c1c[nH]c2ccccc12)N1CCOCC1	11%	6%	10%
Cc1cccc(OCC(=O)NC(=S)Nc2ccccc2N2CCOCC2)c1C	4%	-4%	-1%
CC(C)CNC(=O)COCc1cc(-c2ccc3c(c2)OCO3)on1	-13%	x	4%
CCOc1ccc(NC(=O)C2CC(=O)OC2c2ccccc2)cc1 (stereo not given)	15%	-3%	5%
CN(C)CCSc1nnc(-c2ccccc2)o1	1%	0%	9%
COc1ccc(CC(=O)Nc2cc(C)c3c(=O)oc4ccccc4c3n2)cc1	3%	0%	-9%
O=C(C1CCCN(c2ncnc3c2nc2n3CCCCC2)C1)N1CCN(c2cccc(Cl)c2)CC1 (stereo not given)	-7%	6%	-6%
NC(=O)C1(N2CCCCC2)CCN(Cc2ccc(Br)cc2)CC1	4%	6%	-10%
CC(=O)Nc1ccc(C(=O)OCc2ccccc2Br)cc1	-1%	-3%	3%
Cc1cc(C)c(NC(=O)CN2CCN(c3ccccn3)CC2)c(C)c1	-1%	3%	14%
O=C1Nc2ccccc2/C1=N/N=C/c1cccc(O)c1	-1%	11%	-21%
CC(=O)NCCNC(=O)CNC(=O)c1ccc(Cl)cc1	-4%	-1%	2%
c1ccc(-c2cn3c(n2)CCc2ccc4cccnc4c2-3)cc1	8%	10%	u
CSc1nsc(SCC(=O)Nc2nc3ccccc3s2)n1	9%	1%	-14%
CC(=O)c1cccc(CN2CCN(C3CCCCC3)C(CCO)C2)c1 (stereo not given)	5%	x	6%
O=c1oc2cc(Oc3c([N+](=O)[O-])cc(C(F)(F)F)cc3[N+](=O)[O-])ccc2c2c1CCCC2	u	3%	4%
COc1cc(/C=N/NC(=O)c2cc3ccccc3cc2O)ccc1OCCN1CCCCC1	2%	5%	u
CCCCCCCCCCCCCCCCOP(=O)([O-])OCC[N+](C)(C)C	2%	-8%[56.1 µM]	x
COc1ccc(-c2coc3ccc(OC4OC(COC(C)=O)C(OC(C)=O)C(OC(C)=O)C4OC(C)=O)cc3c2=O)cc1 (stereo not given)	-5%	7%	x
CCOc1cccc(NC(=O)CC#N)c1	-3%	3%	7%
O=C(Nc1ccc2ccccc2c1)c1cccnc1	-1%	0%	14%
O=C1CSC2=NCN(c3ccc4c(c3)OCO4)CN12	-1%	-2%	-2%
CC(OC(=O)C1=COCCO1)C(=O)Nc1cccc(S(=O)(=O)N2CCOCC2)c1 (stereo not given)	14%	x	0%

16 entries from above in a different format:
N370S GC mod,TDP1 block,FEN1 inhibitor,compound
3%,4%,-10%,COc1ccc(NC(=O)c2cccc(NC(=O)C3C4CC5OC(=O)C3C5C4)c2)c(OC)c1 (stereo not given)
-4%,-11%,-2%,COc1ccc(/C(N)=N/OC(=O)CCCc2ccccc2)cc1OC
4%,12%,-7%,CCOC(=O)CN1NC2(CCC(C)CC2)NC1=S (stereo not given)
0%,0%,-2%,CC(=O)Nc1ccc(S(=O)(=O)N(Cc2ccccc2)c2ccccc2)cc1
-4%,6%[56.1 µM],5%,Cc1ccc2nccc(C(=O)N3CCCC(Nc4ccc(F)cc4)C3)c2c1 (stereo not given)
13%,-3%,6%,C=CCn1c(NC(=O)c2ccc(C)cc2)c(C#N)sc1=N
15%,2%,5%,CCc1cccc(CC)c1NC(=O)Cn1c(-c2ccc(F)cc2)noc1=O
-7%,-5%,-10%,CC(C)c1ccccc1NC(=S)N1CCN(S(=O)(=O)c2cccs2)CC1
2%,11%,0%,O=C(c1ccccc1Cl)N1CCC(n2cccc2)CC1
-5%,-3%,8%,CC(=O)c1ccc(S(=O)(=O)NC2CC2)cc1
x,1%,-1%,COc1ccc(OC)c(C(=O)COC(=O)COc2ccccc2)c1
-3%,3%&9%,6%,CCC(C)(C)C(=O)O
6%,2%,3%,N#CCC1c2ccccc2CCN1C(=O)Nc1ccc(C(F)(F)F)cc1 (stereo not given)
-1%,0%,7%,c1ccc(-c2cn(-c3ccccc3)c3[n+]2CCCS3)cc1
7%,-5%,3%,Cc1ccnc(NC(=O)CCC(=O)N(CC(=O)NC2CCCCC2)Cc2ccccc2)c1
-4%,x,4%,CSc1ccc(S(=O)(=O)NCCCOC(C)C)cc1

Next section:
SMILES	N370S GC mod	TDP1 block	FEN1 inhibitor
COC(=O)C(C(C)=O)C(NC(=O)NCc1ccccc1)c1ccccc1 (stereo not given)	2%[12.8 µM]	-5%[21 µM]	x
CSc1ccc(-c2sc(Nc3ccccc3)n[n+]2-c2ccc(F)cc2)cc1	-22%	x	-16%
CCOc1ccc(NC(=O)N(C2CCCCC2)C(C)c2cccnc2)cc1 (stereo not given)	3%	-7%	3%
COc1ccccc1NC(=O)Nc1nc(CC(=O)Nc2ccc(N(C)C)cc2)cs1	3%	x	-23%
COCCNC(=O)C(=O)NCC1OCCCN1S(=O)(=O)c1cccs1 (stereo not given)	10%	2%	0%
COc1ccc(-c2cc(C(=O)N3CCN(c4ccc(F)cc4)CC3)no2)cc1	-5%	0%	3%
O=C(CSc1cccc[n+]1[O-])Nc1ccc(Cl)cc1F	x	1%	6%
Cc1nc(-c2cc(C#N)c(Sc3cccc(C(F)(F)F)c3)nc2C)cs1	6%	1%	14%
COc1ccc(NC(=S)NCCC2=CCCCC2)cc1OC	26%	8%	-3%
CCOc1ccc(NC(=O)CCS(=O)(=O)c2cccc3nonc23)cc1	x	12%	-4%
CCOC(=O)c1sc(N2C(=O)c3oc4ccc(F)cc4c(=O)c3C2c2cccc(OC)c2)nc1C (stereo not given)	x	2%	3%
CSCCC(NC(=O)c1ccccc1Cl)C(=O)NNC(=O)c1ccncc1 (stereo not given)	-4%	5%	9%
Cc1ccc(N=C2CCCN2Cc2ccccc2)c(C#N)c1	1%	-1%	3%
CCCN(CCC)S(=O)(=O)c1ccc(C(=O)O)cc1	18%	3%	18%
CNc1nnc(-c2cccc(N(C)C)c2)s1	0%	10%	6%
Cc1cc(C)n2nc3nc(N4CCCCC4)nc(-c4ccco4)c3c2n1	5%	-4%	u
N=C1C(c2nc3ccccc3c(=O)[nH]2)=C(O)CN1CCc1ccccc1	9%	71µM*	17%
CCC(O)c1cc2c(cc1NC(=O)c1ccccc1F)OCCO2 (stereo not given)	x	2%	2%
COc1ccccc1CNC(=O)c1nnc(Cc2ccc(Cl)cc2)o1	-3%	0%	-15%
CSCCC(NC(=O)c1ccc(Br)cc1)C(=O)O (stereo not given)	1%	-3%	1%
CCOC(=O)N1CCN(S(=O)(=O)c2ccc(Cl)cc2)CC1	-4%	x	22%
Cc1cnc(N)c2c(=O)oc3ccccc3c12	15%	6%	-1%
O=C1/C(=C/c2ccccc2)Oc2ccccc21	-2%[12.8 µM]	6%[21 µM]	x
COc1ccc(-c2nc(SC(C)C(=O)NC3CC3)n[nH]2)cc1 (stereo not given)	-1%	7%	5%
COC/C=C/C1=CC(=O)C[C@H](c2ccc3c(c2)OCO3)C1	x	3%	-13%

Remaining list, next part:
SMILES	N370S GC mod	TDP1 block	FEN1 inhibitor
CCOC(=O)C1=C(c2ccccc2)N=c2s/c(=C\c3cccc(O)c3)c(=O)n2C1c1cccs1 (stereo not given)	2%	9%	u
O=C(Cc1cccs1)Nc1cccc(-c2nc3cc4ccccc4cc3[nH]2)c1	15%	0%	u
Cc1onc(-c2ccccc2)c1C(=O)NNC(=S)NC(=O)c1ccc(Br)cc1	-8%	5%	5%
CC1CCCC(C)N1C(=O)COC(=O)c1ccc([N+](=O)[O-])o1 (stereo not given)	x	-11%	u
O=C(Nc1ccccc1)N(C1=NCCCCS1)c1ccccc1	-1%	-4%	-5%
CN1CCC(NC(=O)c2cccc(Oc3ccccc3)c2)CC1	-11%	2%	-8%
COc1cccc(NC(=S)NN2CCN(C)CC2)c1	5%	4%	11%
COc1ccc(-c2noc(CCC(=O)Nc3cc(OC)ccc3OC)n2)cc1	6%	4%	2%
COc1ccc(CCNC(=O)NC2CCCCC2)cc1OC	6%	1%	-1%
Cc1c(NC(=O)c2cccc(NC(=O)c3ccco3)c2)cccc1C(=O)O	6%	5%	1%
S=c1[nH]nc([C@@H]2C[C@H]2c2ccccc2)n1-c1ccccc1	1%	3%	-3%
COC(=O)/C=C1/S/C(=N/N=C/c2ccco2)NC1=O	-10%	3%	-8%
c1cncc(C2Nc3ccccc3-c3nc4ccccc4n32)c1 (stereo not given)	14%	6%	u
O=c1c2ccccc2ncn1Cc1ccco1	-6%	4%	-1%
Cc1ccc(NC(=O)CSC2=Nc3ccccc3C3=NC(Cc4ccccc4)C(=O)N23)cc1C (stereo not given)	x	6%	6%
N#Cc1c(C(F)(F)F)cc(-c2ccc(F)cc2)nc1SCC(=O)O	-8%	5%	-10%
NC(=S)c1cc2cc(Cl)ccc2oc1=O	-1%	-5%	8%
COC(=O)c1cc(C(=O)N2CCN(c3ncccn3)CC2)cc([N+](=O)[O-])c1	-3%	-4%	11%
CCN(CC)C(=O)c1sc(NC(=O)Cc2ccccc2)c(C#N)c1C	17%	0%	-6%
CCOc1ccc(N2CC(NC(=O)C3CC3)CC2=O)cc1 (stereo not given)	x	-5%	-8%
CCOc1ccccc1N(CC(=O)NCCSc1ccccn1)S(=O)(=O)c1ccc(C)cc1	16%	x	-21%
O=C(COc1ccc(Cl)cc1)N1CCN(S(=O)(=O)c2ccccc2)CC1	-13%	0%	-6%
Cc1nnsc1NC(=O)OCc1ccccc1Cl	5%	2%	-3%

From PubChem
